ERAP1 HTS inh = human ERAP1 aminopeptidase inhibitors, primary screen, biochemical, single point, plate reader. Endoplasmic reticulum aminopeptidase 1 (Homo sapiens), Q9NZ08. recombinant ERAP1, Leu-AMC fluorescence, 60 min. inhibition, % at 10.7 µM. 340,000 compounds, 0.15% hits. AID 652197, 2013;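 active = mean replicate inhibition of at least 30%, or all replicates individually reaching that 30% level; inactive = mean below 30% and not every replicate reaching it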;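 also: 0% = neutral control wells and 100% = L-leucinethiol positive control wells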
Target sequence (Q9NZ08 whole entry, looked up): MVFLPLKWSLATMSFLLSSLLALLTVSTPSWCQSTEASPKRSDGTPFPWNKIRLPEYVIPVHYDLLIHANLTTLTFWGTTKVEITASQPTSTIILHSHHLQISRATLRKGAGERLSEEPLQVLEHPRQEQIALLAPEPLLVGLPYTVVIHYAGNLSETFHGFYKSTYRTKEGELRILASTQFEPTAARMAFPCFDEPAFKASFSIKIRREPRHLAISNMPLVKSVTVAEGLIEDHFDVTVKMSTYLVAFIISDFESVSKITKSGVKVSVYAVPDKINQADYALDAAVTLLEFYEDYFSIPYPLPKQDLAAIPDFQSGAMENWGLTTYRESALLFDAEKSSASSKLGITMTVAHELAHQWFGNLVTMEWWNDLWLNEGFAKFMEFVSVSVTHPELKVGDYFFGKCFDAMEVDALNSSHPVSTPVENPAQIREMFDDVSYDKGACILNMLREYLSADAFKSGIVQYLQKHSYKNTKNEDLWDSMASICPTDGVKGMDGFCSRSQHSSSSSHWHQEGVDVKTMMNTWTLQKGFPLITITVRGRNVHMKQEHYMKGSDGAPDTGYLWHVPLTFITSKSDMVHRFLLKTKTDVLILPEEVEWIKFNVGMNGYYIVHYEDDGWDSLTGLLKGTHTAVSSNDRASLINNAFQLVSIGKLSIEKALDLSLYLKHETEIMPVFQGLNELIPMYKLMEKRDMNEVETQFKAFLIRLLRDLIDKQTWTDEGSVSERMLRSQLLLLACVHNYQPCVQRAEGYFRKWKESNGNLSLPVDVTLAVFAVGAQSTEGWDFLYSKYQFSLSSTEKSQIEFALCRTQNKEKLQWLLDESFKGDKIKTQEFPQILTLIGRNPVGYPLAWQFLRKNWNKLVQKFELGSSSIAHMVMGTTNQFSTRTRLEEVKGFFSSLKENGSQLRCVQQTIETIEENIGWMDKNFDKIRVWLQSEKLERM
E-selectin induc = E-selectin induction in HUVECs, primary screen, imaging, HUVEC, immunofluorescence imaging, single point | activation, % at 7.58 µM | normalized: neutral wells 0, TNF-alpha wells 100 | 260,000 compounds, 0.37% hits | P16581;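 active = mean E-selectin-positive cell signal at least 10% of the positive control, reached in at least 60% of replicates, without over 20% cell loss; inconclusive = no rule given, readout overlaps actives, possibly toxicity-flagged; inactive = the rest, including those meeting only one limit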;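 also: in these data hits start at about 27%; measured in HUVEC primary endothelial cells; signal is the percent of cells scored E-selectin positive by PE staining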
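Read-out basis: % PE-positive cells; Test system: HUVEC primary endothelial cells; Technique: immunofluorescence imaging; Dosing: single-point compound dose.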
RAD52 inh = RAD52 DNA annealing inhibitors, primary screen, biochemical, FRET, single point, set 2 | DNA repair protein RAD52 homolog (Homo sapiens), P43351 | recombinant RAD52 DNA annealing, FRET fluorescence | inhibition, % at 18.7 µM | 360,000 compounds, 0.46% hits | AID 651710, 2012;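 active = every replicate showing at least 50% inhibition; inconclusive = mean inhibition at least 50% but not in every replicate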
Active calls of the source: *; u = inconclusive. Only part of the results is shown; the hit share may differ from the screen's.

SMILES | ERAP1 HTS inh | E-selectin induc | RAD52 inh
CCCCC#Cc1ccc(C(=O)NNC(=O)Nc2cc(Cl)cc(Cl)c2)o1 | 5.6 | 0.1 | -27.7
COCc1cc(N2CCNC[C@H]2C)ccc1N1CCS(=O)(=O)CC1 | -0.4 | 0.7 | -3.1
NCc1nc(-c2ccc(Cl)cc2)no1 | -1.4 | -0.1 | -29.0
N#Cc1ccc(OCCCN2CCC(C(O)(C3=CCCC3)c3ccccc3)CC2)cc1 (stereo not drawn) | -0.8 | 0.2 | -18.4
Oc1oc(-c2ccccc2Br)nc1/C=N/c1ccccn1 | -3.9 | -0.2 | -8.0
COc1ccc(CCN2CC(=O)N3CCc4ccc(N5CCOCC5)cc4C3CC2=O)cc1OC (stereo not drawn) | 0.9 | 0.5 | -8.6
COc1cccc(NC(=O)COC(=O)c2c(F)cccc2Cl)c1 | -4.6 | -0.1 | 6.9
Cn1cc([N+](=O)[O-])c(C(=O)NNC(=O)c2ccc([N+](=O)[O-])cc2Cl)n1 | 4.8 | 5.7 | 1.5
CC(C)NC(=O)N1CC2(C1)[C@@H](c1ccccc1)[C@H](CO)N2C(=O)c1ccccn1 | -4.6 | 0.0 | 1.0
COc1ccc(Cl)cc1S(=O)(=O)N1CCC(O)(c2ccc(Cl)cc2)CC1 | 0.8 | -0.2 | 1.7
COC(=O)c1cn(NC(=O)c2ccc([N+](=O)[O-])c(C)c2)c(=O)c2ccccc12 | -0.6 | -0.1 | -4.3
CCOC1OC(=O)C(Cl)=C1Nc1ccc(C)cc1C (stereo not drawn) | 2.5 | -1.7 | 3.7
COc1ccccc1Oc1nc(-c2cccnc2)nc2ccccc12 | 1.6 | 0.8 | -133.9
COc1ccc(CN2C(=O)c3cccc4cccc(c34)C2c2nc3ccccc3[nH]2)cc1 (stereo not drawn) | -0.3 | 0.0 | -36.5
O=C(O)C1CCN(Cc2oc(CO)cc(=O)c2O)C1 (stereo not drawn) | -2.5 | -0.2 | 2.3
COC(=O)c1c(NC(=O)c2ccccc2[N+](=O)[O-])sc2c1CC(C)(C)NC2(C)C | 3.4 | 0.4 | -10.8
Nc1[nH]c(C(=O)c2ccccc2)c(-c2ccc(F)cc2)c1C(=O)c1c[nH]c2ccccc12 | 2.8 | 0.3 | 1.3
Cc1ccc(S(=O)(=O)N2CCCOC2CNC(=O)C(=O)NC2CCCCC2)cc1 (stereo not drawn) | -2.0 | -0.1 | -15.0
CCCCNC(=O)C[C@@H]1C[C@@]2(C(=O)OC)CCCCC=C2N(Cc2ccc(Cl)cc2Cl)C1=O | 6.3 | 0.0 | -16.2
COc1ccc2c3c([nH]c2c1)[C@H](CO)N(C(=O)c1ccccn1)CC31CN(C(=O)C2CC2)C1 | -1.9 | -0.4 | 6.6
Cc1cc(Br)c(NC(=O)COn2nnc3ccc(S(C)(=O)=O)cc32)c(Br)c1 | -4.5 | 2.7 | -16.6
Cc1cc(Br)c(NC(=O)CCl)c(Br)c1 | -0.5 | 1.8 | -16.3
Cc1cccc(Nc2ncnc3ccc(Br)cc23)c1 | -2.9 | 0.7 | -12.5
CC1(C)CC(=O)C(C=Nc2ccc(O)c(N=CC3=C(O)CC(C)(C)CC3=O)c2)=C(O)C1 | 3.9 | -0.3 | -24.1
O=C(Nc1ccccc1Cl)c1ccccc1CC(O)(c1ccccc1)c1ccccc1 | 3.3 | -0.2 | 2.2
COc1ccc(C(=O)O)cc1S(=O)(=O)Nc1ccc(C)cc1 | -10.5 | 1.1 | -4.0
COc1cc(C(=O)OCC(=O)N2CCNC2=O)cc(Cl)c1OC | -1.3 | -0.1 | -10.4
O=C(C1CCCCC1)N1CC2(C1)[C@@H](c1ccccc1)[C@@H](CO)N2Cc1nccs1 | 0.7 | 0.0 | 0.8
Cc1ccc(Cc2c(-c3cccc(Br)c3)nc3c4ccccc4ccn23)cc1 | 0.6 | 0.2 | -106.6
Cn1c(=O)c(Oc2ccc(F)cc2)c(O)c2ccccc21 | -3.6 | 0.4 | -2.1
COc1cc(C2C(C#N)=C(N)N(N(C)C)C3=C2C(=O)CCC3)cc(OC)c1OC (stereo not drawn) | 1.7 | 0.2 | -22.1
O=C(N/N=C/c1cccnc1)c1cc(O)c(O)c(O)c1 | 1.3 | 0.0 | -13.3
Cc1nn(-c2cccc(Cl)c2)c(Cl)c1/C=N/NC(=O)c1cccs1 | 12.3 | -0.1 | -11.5
CNC(=S)N1CCN(c2nc3ccccc3s2)CC1 | -2.1 | -0.1 | 0.4
COc1ccc(NC(=O)CSc2nccn2C)cc1S(N)(=O)=O | -4.7 | 3.6 | -0.9
Cc1ccc(-n2nc3ccc(NC(=S)NC(=O)/C=C/c4ccco4)cc3n2)cc1 | -2.0 | 0.0 | -16.1
Cc1onc(-c2ccccc2)c1C(=O)NC(=S)Nc1sc2c(c1C#N)CCC(C)C2 (stereo not drawn) | -3.7 | -0.1 | -11.1
C#CC[N+](C)(C)CCCCCCCC | -1.6 | -7.2 | -14.1
CN1CCOc2c1cnn(CCO)c2=O | 6.9 | 0.0 | -0.6
O=C(COC(=O)c1cnc(Cl)c(Cl)c1)Nc1ccc(S(=O)(=O)N2CCCC2)cc1 | -2.9 | 0.7 | -28.6
Cc1ccc(Cn2ncn(-c3ccccc3)c2=O)cc1 | 0.3 | 1.8 | -13.0
O=C(/C=C/c1ccccc1)NC(=S)Nc1ncccn1 | 0.6 | -0.1 | -23.9
COc1ccc(C(=O)OCC(=O)N2CCc3ccccc32)cc1S(=O)(=O)N1CCOCC1 | -0.1 | 3.7 | -40.9
COCCCN1C(=O)C(CC(=O)NC2CCCCC2)CC(C(=O)N2CCCCCC2)=C1C (stereo not drawn) | 2.2 | 0.0 | -9.6
CCOC(=O)CCNC(=O)N1CCCC(C(=O)c2ccc3c(c2)OCO3)C1 (stereo not drawn) | 4.0 | 2.7 | 3.0
CC(=O)N1CCN(C(=O)CSc2ncnc3sc(C)c(C)c23)CC1 | 2.1 | 0.9 | -17.8
COc1ccc(CNS(=O)(=O)c2cc(Br)ccc2Br)cc1 | -3.9 | -0.1 | 9.4
O=c1c2ccccc2nnn1CCO | -2.4 | -0.1 | -11.8

3 compounds drawn at random from the list so far, as already listed:
SMILES | ERAP1 HTS inh | E-selectin induc | RAD52 inh
CC(=O)N1CCN(C(=O)CSc2ncnc3sc(C)c(C)c23)CC1 | 2.1 | 0.9 | -17.8
O=C(/C=C/c1ccccc1)NC(=S)Nc1ncccn1 | 0.6 | -0.1 | -23.9
COc1ccc(CNS(=O)(=O)c2cc(Br)ccc2Br)cc1 | -3.9 | -0.1 | 9.4

(next part)
SMILES | ERAP1 HTS inh | E-selectin induc | RAD52 inh
COC(=O)c1cc(NS(=O)(=O)c2ccc(F)cc2)ccc1N1CCOCC1 | 6.1 | 0.0 | -9.8
Cc1cc2c(nc1C)CCCN2Cc1ccc(Br)cc1 | -2.7 | 1.6 | -17.1
Cc1ccc(NNC(=O)c2ccc(Cl)cc2)nn1 | 0.1 | 1.8 | -2.3
Cc1ccc2nc3n(c(=O)c2c1)-c1ccccc1C(=O)NC3Cc1ccc(O)cc1 (stereo not drawn) | 2.2 | -0.5 | 8.1
O=C1CC(NC(=O)c2ccc(Cl)cc2)C(=O)N1 (stereo not drawn) | 2.1 | 0.1 | -9.6
O=C(Cc1cc(C(F)(F)F)cc(C(F)(F)F)c1)Nc1c(-c2ccccc2)[nH][nH]c1=O | -0.1 | -0.2 | -3.3
O=C(NCc1ccccc1)[C@H]1CCCN1C(=O)[C@H]1CCCN1C(=O)c1ccc(F)c(C(F)(F)F)c1 | 4.3 | 0.0 | -4.7
Cc1ccc(C(=O)c2coc3cc([N+](=O)[O-])c(O)c([N+](=O)[O-])c23)cc1 | 7.0 | -1.3 | -13.6
Clc1nc(Cl)nc(NCCC2=CCCCC2)n1 | -0.8 | 1.6 | -13.8
CC1(c2nnnn2Cc2ccccc2)CCC(=O)N1CCc1ccc(O)cc1 (stereo not drawn) | -0.1 | -0.1 | -28.8
Cn1nccc1NS(=O)(=O)c1ccc(F)cc1 | -6.5 | 0.9 | 0.3
CC(=O)NCCNc1nc2c(-c3ccccc3)nnn2c2ccccc12 | 2.8 | 1.2 | 8.2

Full records as entered above.
O=C(Cc1cc(C(F)(F)F)cc(C(F)(F)F)c1)Nc1c(-c2ccccc2)[nH][nH]c1=O as listed: ERAP1 HTS inh = -0.1; E-selectin induc = -0.2; RAD52 inh = -3.3
Cc1ccc(NNC(=O)c2ccc(Cl)cc2)nn1 as listed: ERAP1 HTS inh = 0.1; E-selectin induc = 1.8; RAD52 inh = -2.3

The list goes on:
SMILES | ERAP1 HTS inh | E-selectin induc | RAD52 inh
C=CCN1C(=O)c2n[nH]c(COC)c2C1c1ccc2c(c1)OCO2 (stereo not drawn) | 4.2 | -0.2 | -1.1
COc1ccc(NC(=S)NC2CCCCC2)c(OC)c1 | 5.1 | 1.4 | -4.9
O=C(COC(=O)C1CCN(c2ccc(C(F)(F)F)cn2)CC1)c1cccc(Br)c1 | -0.4 | -0.2 | -0.5
CC1(C)CC[C@]2(C(=O)n3ccnc3)CC[C@]3(C)[C@H](C(=O)C=C4[C@@]5(C)C=C(C#N)C(=O)C(C)(C)[C@@H]5CC[C@]43C)[C@@H]2C1 | -5.0 | -0.3 | -5.7
C/C(CC(=O)Nc1cccnc1)=N\NC(=O)C(=O)Nc1cccc(C)c1 | -2.0 | 1.9 | -20.1
NNC(=O)Cn1c(-c2nonc2N)nc2ccccc21 | -1.1 | -0.6 | -11.0
CCCCNC(=O)C[C@@H]1C[C@@]2(C(=O)OCC)CCCC=C2N(Cc2ccc(Cl)cc2Cl)C1=O | 0.1 | 1.0 | -3.0
COC(=O)/C=C1\OCc2ccccc21 | -3.1 | 1.2 | 3.3
CCCCN(C(=O)COC(=O)COc1c(C)cc(C)cc1C)c1c(N)n(CCC)c(=O)[nH]c1=O | 1.6 | -2.4 | -11.1
COC(=O)c1cc2c(c3c4cc(OC)ccc4n(S(=O)(=O)c4cccc(C)c4)c13)C(=O)N(Cc1ccc(C(F)(F)F)cc1)C2 | -2.2 | -0.2 | -35.5
Cc1ccccc1NP(=O)(c1ccccc1)c1nc2ccccc2s1 (stereo not drawn) | -3.8 | 2.7 | 3.0
O=C(CSCC(=O)NC1CCCC1)Nc1ccccc1 | -1.9 | -0.1 | 1.9
COc1ccc2c3c(n(C)c2c1)[C@H](CO)N(C(=O)C1CC1)CC31CN(C(=O)C2CCOCC2)C1 | 0.7 | -0.1 | 12.7
Cc1nn(C)cc1NC(=O)Cn1nc(C(F)(F)F)cc1C1CC1 | 5.3 | -0.1 | -1.2
O=C(c1ccccc1)N1CCC2CCN(S(=O)(=O)c3ccccc3)CC21 (stereo not drawn) | 4.2 | 0.2 | 1.3
COc1ccc2c3c([nH]c2c1)[C@@H](CO)N(C(=O)c1cccc(F)c1)CC31CN(C(=O)c2cccc(F)c2)C1 | 1.2 | -0.2 | 2.0
COC(=O)c1nnn(CC(=O)NC(=O)Nc2ccc(F)cc2)c1C(=O)OC | -0.4 | -1.4 | -10.6
Cc1ccccc1N(CC(=O)NC(C)(C)C)C(=O)c1ccc(-c2ccccc2)[nH]1 | -1.1 | 0.1 | -2.7
Cc1cc(/C=N/O)c(C)n1-c1cccc(Cl)c1 | -2.8 | -0.1 | -4.7
O=C1CCCc2c1cc(-c1ccccc1)n2-c1ccc(O)cc1 | -0.9 | -0.1 | -9.5
CCC(=O)N1CC2(CN(C(=O)Cc3ccccc3)C2)c2c(n(C)c3cc(OC)ccc23)[C@@H]1CO | 5.3 | -0.3 | 10.5
CCCCc1c(-c2ccccc2OC)ncn1Cc1ccc(F)c(F)c1 | 3.3 | -0.1 | -3.7
CC(=O)N1CCN(C2=NC(=O)/C(=C/c3ccc(OS(=O)(=O)c4ccccc4)cc3)S2)CC1 | -0.4 | -0.2 | -3.0
COc1ccc(NC(=O)O/N=C/c2ccc(Br)cc2)cc1 | -3.2 | -0.1 | 11.7
O=C(CNC(=O)c1cccs1)NCCN1CCC(Cc2ccccc2)CC1 | 1.5 | -1.8 | -11.1
O=C(COC(=O)C1CCC(=O)N1)Nc1cc(Cl)ccc1Cl (stereo not drawn) | 2.2 | 0.4 | -18.3
Nc1[nH]c(C(=O)c2ccccc2)c(-c2cccc3ccccc23)c1C(=O)NC1CCCCC1 | 0.3 | -0.1 | -15.4
Cc1cccc(Cl)c1NC(=O)NCCCN1CCOCC1 | -1.0 | -0.1 | -10.4
Cn1c(CNc2ccc(Br)cc2)nc2ccccc21 | -3.9 | -0.1 | -2.8
CN(C)C(CNC(=O)c1ccc2ccccc2c1)c1ccco1 (stereo not drawn) | 2.4 | -0.1 | -5.9
S=C(NCCCn1ccnc1)NC1CCCCC1 | 6.8 | -0.1 | -9.9
O=c1c2c(-c3ccccc3)csc2nc2c3ccccc3c(NCCN3CCOCC3)nn12 | -11.6 | 2.3 | 87.1*
COC(=O)[C@@]12C[C@@H](CC(=O)N3CCSCC3)C(=O)N(Cc3cccc4ccccc34)C1=CCC(C)(C)C2 | -4.0 | 0.1 | -9.4
CCC(=O)N1[C@H](C(=O)N2CCCCC2)[C@@H](CO)[C@@H]2Cn3c(ccc(-c4cccc(F)c4)c3=O)[C@@H]21 | 0.3 | -0.1 | -4.2
CC(C)Cc1nnc(N)s1 | -1.1 | u | 3.2
CCCCNC(=O)C[C@@H]1C[C@@]2(C(=O)OCC)CCCC=C2N(CCC2=CCCCC2)C1=O | 1.9 | -0.2 | 0.1

Assay outcomes (PubChem)
